ZTA counter – ZTA (EBV) inhibition in EBNA-1 counter-screen | P03206 | ZTA-DNA binding, fluorescence polarization | inhibition, % at 11 µM | 320,000 compounds, 0.15% hits | AID 2234; in the data active = inhibition above about 33%
LAP4 TOR yeast – yeast TOR pathway LAP4-GFP modulation | 320,000 compounds, 0.34% hits | GFP response vs DMSO, % at 10 µM | S. cerevisiae LAP4-GFP multiplex, flow cytometry GFP, 3 h; median GFP as percent of DMSO wells;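 active = GFP response vs DMSO above a set limit, about the screen mean plus 3 SD, cut at about 150% in these data; inconclusive = under 70 cell events counted for the yeast strain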
AHR activator – human AHR activation; 320,000 compounds, 2.5% hits; AID 2796; AHR-responsive luciferase reporter cells, luminescence; activation, % at 5 µM; in the data active = activation above about 47%;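 note: 0% = vehicle wells and 100% = reference agonist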
MEP2-GFP yeast – alters MEP2-GFP fluorescence in TOR pathway yeast screen; S. cerevisiae MEP2-GFP strain, flow cytometry GFP, 3 h; 100% = DMSO control level; GFP response vs DMSO, % at 10 µM; 330,000 compounds, 0.51% hits; AID 2016;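 active = GFP response versus DMSO above a set limit, roughly screen mean plus 3 SD, cut at about 180% in these data; inconclusive = fewer than 70 cells counted for a yeast strain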;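 note: median GFP fluorescence of the barcode-gated MEP2-GFP cells per well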
procasp7 counter – counter-screen: procaspase-7 (human) activation. P55210. recombinant procaspase-7, Ac-DEVD-pNA absorbance 405 nm; D23A/D198A/D206A triple mutant, cannot self-cleave; scale: DMSO 0, 5 µM enzyme 100. activation, % at 8.5 µM. 330,000 compounds, 0.093% hits. AID 463210;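 active = percent activation above the screen-wide mean plus 3 SD, cut at about 25% in these data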
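Assay system: Uncleavable procaspase-7 mutant enzyme; Input: 2 µM procaspase-7 mutant as dispensed; Also added: DEVD-pNA substrate; Medium: Zinc-free HEPES pH 7.4 with 300 mM NaCl, 0.01% Triton X-100; Timing: 1 h compound preincubation, 2 h substrate cleavage, 25 °C; Measured by: Epi-absorbance of released pNA at 405 nm, two timepoints.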
procasp3 activ – procaspase-3 (human) activation | recombinant procaspase-3 D3A, Ac-DEVD-pNA absorbance 405 nm | activation, % at 8.5 µM | 330,000 compounds, 0.11% hits | P42574;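 active = activation above the mean of all tested compounds plus 3 SD, cut at about 21% in these data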;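 note: 0% = DMSO alone and 100% = DMSO wells spiked with extra 5 µM PC-3 D3A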
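Test system: Procaspase-3 D3A mutant; medium: Zinc-free HEPES/NaCl buffer with 0.01% Triton X-100 at pH 7.4; reagent: DEVD-pNA substrate; doses: one concentration, 8.5 µM nominal, 0.8% DMSO; times: 1 h preincubation plus 2 h reaction at 25 °C; signal: Epi-absorbance at 405 nm of released p-nitroaniline, 0 and 120 min; replicates: singlicate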
RPL19A TOR yeast – yeast TOR pathway RPL19A-GFP modulation; S. cerevisiae RPL19A-GFP strain, flow cytometry, 3 h; stronger effect = lower value; percent response vs DMSO, % at 10 µM; 330,000 compounds, 0.3% hits; AID 2025;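 active = percent response vs DMSO below 50%; inconclusive = fewer than 70 events counted for the yeast strain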;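 note: median channel GFP fluorescence of the barcoded RPL19A-GFP strain; ratio of sample median GFP to plate DMSO average so 100% = DMSO; lower means less RPL19A-GFP as with rapamycin TOR inhibition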
EBNA-1 inhibitor – blocks EBNA-1 binding to DNA. EBNA-1 DNA binding, fluorescence polarization. inhibition, % at 14.8 µM. 300,000 compounds, 0.34% hits; in the data active = inhibition above about 28%
* hit, by the source's call; ? = inconclusive; . = no result given.

[1] CC(Oc1ccc(Cl)cc1Cl)C(=O)Nc1ccc2oc(-c3ccncc3)nc2c1 (stereo not given)
[2] Cc1ccc([N+](=O)[O-])cc1S(=O)(=O)N1CCN(C)CC1
[3] COc1ccc(O/C(=N\S(=O)(=O)c2ccccc2)c2ccccc2)cc1
[4] Cc1ccc(SCC(=O)Nc2cc([N+](=O)[O-])ccc2O)cc1
[5] CCC1CCCCN1C(=O)CSc1nnc(-c2ccc3c(c2)OCCO3)o1 (stereo not given)
[6] COc1ccc([C@H]2CC(=O)C=C(c3ccc4ccn(C)c4c3)C2)cc1
[7] COc1ccccc1CNC(=O)C1CCCN(S(=O)(=O)c2cnc[nH]2)C1 (stereo not given)
[8] Cc1ccc(S(=O)(=O)N2CCCCC2)cc1NC(=O)Cc1cccs1
Assay by compound	1	2	3	4	5	6	7	8
ZTA counter	-16	7	8	1	1	-1	1	.
LAP4 TOR yeast	114	98	98	100	99	117	96	111
AHR activator	-3	2	2	-1	5	8	4	3
MEP2-GFP yeast	116	99	97	100	95	96	100	95
procasp7 counter	3	12	2	-14	3	-3	8	5
procasp3 activ	-4	8	2	-8	2	3	8	5
RPL19A TOR yeast	101	94	100	106	96	102	98	100
EBNA-1 inhibitor	-7	4	5	4	7	.	9	.

Part of the list above in order of count of non-hydrogen atoms, rising.
[2] Cc1ccc([N+](=O)[O-])cc1S(=O)(=O)N1CCN(C)CC1
[4] Cc1ccc(SCC(=O)Nc2cc([N+](=O)[O-])ccc2O)cc1
[8] Cc1ccc(S(=O)(=O)N2CCCCC2)cc1NC(=O)Cc1cccs1
[3] COc1ccc(O/C(=N\S(=O)(=O)c2ccccc2)c2ccccc2)cc1
[5] CCC1CCCCN1C(=O)CSc1nnc(-c2ccc3c(c2)OCCO3)o1 (stereo not given)
[1] CC(Oc1ccc(Cl)cc1Cl)C(=O)Nc1ccc2oc(-c3ccncc3)nc2c1 (stereo not given)
Assay by compound	2	4	8	3	5	1
ZTA counter	7	1	.	8	1	-16
LAP4 TOR yeast	98	100	111	98	99	114
AHR activator	2	-1	3	2	5	-3
MEP2-GFP yeast	99	100	95	97	95	116
procasp7 counter	12	-14	5	2	3	3
procasp3 activ	8	-8	5	2	2	-4
RPL19A TOR yeast	94	106	100	100	96	101
EBNA-1 inhibitor	4	4	.	5	7	-7

(cont.)
[9] CCOc1ccc(-c2nnc(-c3snc(-c4ccc(F)cc4)c3N=CN(C)C)o2)cc1
[10] COc1ccc(F)cc1S(=O)(=O)Nc1cc2c3c(c1)CCN3C(=O)CC2
[11] COc1ccc(NCC(=O)N/N=C/c2c(C)nn(Cc3ccccc3)c2Cl)cc1
[12] COc1cc(Nc2cc(C)nc3ncnn23)cc(OC)c1OC
[13] CCc1nnc(NC(=O)C2CCCN(c3nc4ccccc4s3)C2)s1 (stereo not given)
[14] COc1ccccc1/C=C/CN1CCCC(CO)(Cc2cccc(Cl)c2)C1 (stereo not given)
[15] O=C1c2ccccc2C(=O)N1CCCON1C(=O)c2ccccc2C1=O
[16] Cc1cccc(NC(=O)CN(C)C(=O)C2CCCC2)c1C
Assay by compound	9	10	11	12	13	14	15	16
ZTA counter	9	-11	5	11	-14	-10	12	-11
LAP4 TOR yeast	92	91	97	104	99	103	107	111
AHR activator	1	5	16	-1	16	25	-4	1
MEP2-GFP yeast	100	95	96	110	102	112	98	103
procasp7 counter	-8	3	1	4	10	-7	7	-12
procasp3 activ	-7	8	-13	11	-8	-2	-1	6
RPL19A TOR yeast	101	94	101	104	99	106	92	105
EBNA-1 inhibitor	-2	-1	-16	8	3	-6	8	.

Record cards, as listed above. Order of screens: ZTA counter, LAP4 TOR yeast, AHR activator, MEP2-GFP yeast, procasp7 counter, procasp3 activ, RPL19A TOR yeast, EBNA-1 inhibitor
Cc1cccc(NC(=O)CN(C)C(=O)C2CCCC2)c1C as listed: -11, 111, 1, 103, -12, 6, 105, .
COc1ccccc1/C=C/CN1CCCC(CO)(Cc2cccc(Cl)c2)C1 (stereo not given) as listed: -10, 103, 25, 112, -7, -2, 106, -6

New compounds follow.
[17] CN(c1ccc(OCC(=O)OCC(=O)Nc2ccc(OC(F)F)cc2)cc1)S(=O)(=O)c1cccs1
[18] CCC(C)(C)C1CCc2[nH]nc(C(=O)NCCN3CCOCC3)c2C1 (stereo not given)
[19] NC(=O)C1(N2CCCCC2)CCN(C(=S)Nc2cccc(Cl)c2)CC1
[20] CCn1c(=S)[nH]c2cc(S(=O)(=O)N3CCOCC3)ccc21
[21] COc1ccc(C2C(=O)c3ccccc3C2=O)c(OC)c1
[22] COc1ccc(CCNC(=O)C2CCN(c3nn4c(=O)cc(C)nc4s3)CC2)cc1OC
[23] O=C1NC(=O)/C(=C/c2cccc(O)c2)N1
[24] Cc1ccccc1N1C(S)=C(C#N)C(=O)NC12CCCCC2
Assay by compound	17	18	19	20	21	22	23	24
ZTA counter	.	-4	3	.	3	10	2	-6
LAP4 TOR yeast	109	122	97	89	106	100	96	98
AHR activator	1	5	4	-1	10	-1	5	0
MEP2-GFP yeast	106	100	103	93	108	102	108	95
procasp7 counter	3	5	-12	-7	0	7	3	-7
procasp3 activ	4	5	-2	-4	-4	-5	-5	-5
RPL19A TOR yeast	101	107	100	100	104	103	104	96
EBNA-1 inhibitor	.	9	2	.	0	11	4	1

[25] CC(=O)C1=C(C)OC(N)=C(C#N)C1c1cc2cccc(C)c2nc1Cl (stereo not given)
[26] Cc1nc(NCCN2CCOCC2)c2nnn(Cc3c(F)cccc3Cl)c2n1
[27] Cc1nn(C)c(Oc2ccccc2)c1CCNC(=O)CCl
[28] CCN1CCN(C(=O)c2ccc3c(c2)N(Cc2ccccc2F)C(=O)c2ccccc2S3(=O)=O)CC1
[29] CCCc1nn2c(=O)cc(CSCC(=O)Nc3ccc(OC)cc3)nc2s1
[30] Nc1cccn2c(-c3ccc(Cl)c(Cl)c3)cnc12
[31] CNC(=O)/C(=C\c1ccco1)NC(=O)c1ccco1
[32] CC(C)(C)n1nc2c(c1NC(=O)CCCc1ccccc1)CS(=O)C2 (stereo not given)
Assay by compound	25	26	27	28	29	30	31	32
ZTA counter	0	5	-1	19	0	0	14	-4
LAP4 TOR yeast	87	96	113	96	96	118	84	98
AHR activator	0	1	-1	-1	11	22	0	4
MEP2-GFP yeast	105	103	105	112	96	105	105	96
procasp7 counter	1	4	-7	-5	-6	-4	-5	-5
procasp3 activ	-6	3	4	1	-3	-6	3	4
RPL19A TOR yeast	100	100	91	107	96	103	104	105
EBNA-1 inhibitor	-6	11	12	-1	-2	-17	2	5

[33] COCCNC(=O)c1onc(CSc2ccncc2)c1C(=O)NCCOC
[34] CN1C(=O)/C(=C/c2ccc(C(=O)Nc3ccc(O)cc3C(=O)O)cc2)SC1=S
[35] CC1(C)C(=O)NCCN1C(=O)c1ccc2nc(Cc3ccccc3F)oc2c1
[36] CCn1c(SCC(=O)Nc2cc(OC)c(OC)c(OC)c2)nnc1-c1cccs1
[37] Cc1ccc(Cl)cc1NS(=O)(=O)c1cn(C)nc1C
[38] CCCc1c(O)nc(SCC(=O)NCc2ccco2)[nH]c1=O
[39] C/C(CC(=O)Nc1ccccc1C(F)(F)F)=N\NC(=O)c1cnccn1
[40] C[C@H](CO)N1C[C@H](C)[C@@H](CN(C)S(=O)(=O)c2ccc(F)cc2)Oc2ccc(NC(=O)CCC(F)(F)F)cc2C1=O
Assay by compound	33	34	35	36	37	38	39	40
ZTA counter	13	8	-3	-6	-15	-18	6	.
LAP4 TOR yeast	109	96	84	97	?	105	110	99
AHR activator	2	3	1	-2	-1	1	4	1
MEP2-GFP yeast	98	94	113	98	103	109	120	96
procasp7 counter	1	-9	0	-4	1	2	-2	-6
procasp3 activ	0	0	5	-2	-5	-4	5	8
RPL19A TOR yeast	95	94	107	94	98	101	99	93
EBNA-1 inhibitor	0	-8	4	-13	-3	-4	8	.

[41] COc1cc(OC)cc(-c2c(-c3cccs3)c3cc(-c4ccc(OC)c(OC)c4)ccc3n2C)c1
[42] COC(=O)CCCCCCCCC(O)CN1CCCCC1 (stereo not given)
[43] CCN(C(=O)c1ccc2c(Cl)c3c(nc2c1)CCC3)c1ccc(C)c(C)c1
[44] Cc1onc(-c2ccccc2)c1C1=N/C(=C\c2ccccc2F)C(=O)O1
[45] COC(=O)c1oc2ccc(Cl)cc2c1NC(C)=O
[46] C#CCOCCOCCOCCNc1nc(N2CCN(C(=O)[C@H](CCCCN)n3cc([C@@H](N)[C@H](C)CC)nn3)CC2)nc(N2CCN(C(=O)[C@H](CCC(=O)O)n3cc([C@@H](N)CCSC)nn3)CC2)n1
[47] Cc1c(NC(=O)COC(=O)/C=C/c2cccc(Br)c2)c(=O)n(-c2ccccc2)n1C
[48] Cn1c(CO)cnc1S(=O)(=O)Cc1ccc([N+](=O)[O-])cc1
[49] Cc1ccc(CS(=O)(=O)c2ccc(C(=O)N3CCCCC3)cc2[N+](=O)[O-])cc1
[50] CC(C)N1C(=O)C(=O)N(CC(=O)N(C)c2ccccc2)C1=O
[51] c1cncc(CSc2ccc(-c3ccc4c(c3)OCO4)nn2)c1
Assay by compound	41	42	43	44	45	46	47	48	49	50	51
ZTA counter	20	6	-7	-2	13	.	-2	-25	3	10	0
LAP4 TOR yeast	95	122	103	99	102	100	97	97	87	99	98
AHR activator	-1	2	2	1	0	-1	1	1	1	-1	95*
MEP2-GFP yeast	97	93	99	119	101	96	97	151	91	99	93
procasp7 counter	9	-9	10	0	-1	11	-9	3	1	4	-2
procasp3 activ	3	7	-7	5	9	4	-4	-2	7	9	-3
RPL19A TOR yeast	95	94	104	117	103	100	102	.	95	93	93
EBNA-1 inhibitor	.	-4	-8	6	4	.	.	-11	10	.	1

Copied from the list.
Result for #45 in EBNA-1 inhibitor: 4
Result for #44 in ZTA counter: -2
